Source: PubChem (Broad Institute)
XiGFP reactiv – X-chromosome reactivation activator; XiGFP mouse fibroblasts, % GFP-positive cells imaging, 3 d; cells co-treated with 5-aza-dC sensitizer; scaled so ellipticine positive control = 100%; activation, % at 7.58 µM; actives 0.055% (n = 360,000); AID 743238;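 active means mean normalized replicate activation at least 10% and every replicate at or above 10%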;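 further: 0% = median of on-plate neutral control wells and 100% = ellipticine 6 µM median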
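System: 68-5-11 XiGFP fibroblast line | Buffer or medium: DMEM containing 5-aza-dC | Compound: Single point | Times: Compounds 3 days, fix/stain 15 min at room temperature | Benchmarks: Positive control ellipticine, 6 µM final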
Statin myotox sup – suppression of simvastatin myotoxicity. C2C12 myotubes + simvastatin, ATP luminescence, 48 h; scaled: DMSO 0, geranylgeraniol control 100. rescue of ATP level, % at 7.49 µM. actives 0.78% (n = 330,000);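 active means mean ATP rescue above about 67%, or every replicate alone reaching that limit, limit read from the data, passing the limit was not always enough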;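 further: myotubes were challenged with 10 µM simvastatin during compound exposure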
PGC1a acetyl inh – PGC1a acetylation modulation, inhibitor mode; actives 0.17% (n = 350,000); U2OS PGC1a acetylation, AlphaScreen anti-acetyl-lysine; with virally co-expressed GCN5 acetyltransferase; inhibition, % at 15.6 µM; AID 651687;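 active means every replicate shows inhibition of at least 40%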;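 further: 0% = neutral control wells and 100% = positive control wells; some results beyond the cut were filed as inactive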
SIRT5 inh – blocks human SIRT5 desuccinylation of peptide. Purified SirT5, succinyl-peptide AMC, trypsin-coupled fluorescence. actives 1.1% (n = 330,000). AID 652115. inhibition, % at 15 µM. Q9NXA8; in the data active means inhibition above about 15%
Target sequence (Q9NXA8 whole entry, looked up): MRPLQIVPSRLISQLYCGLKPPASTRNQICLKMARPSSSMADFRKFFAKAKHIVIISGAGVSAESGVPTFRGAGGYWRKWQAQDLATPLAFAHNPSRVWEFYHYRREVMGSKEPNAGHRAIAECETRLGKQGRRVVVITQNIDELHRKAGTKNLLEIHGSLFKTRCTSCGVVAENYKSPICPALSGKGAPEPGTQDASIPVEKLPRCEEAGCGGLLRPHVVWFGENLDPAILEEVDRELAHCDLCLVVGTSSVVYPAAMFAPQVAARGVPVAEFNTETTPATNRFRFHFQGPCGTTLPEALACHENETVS
Cneo AK release – causes C. neoformans cell lysis; adenylate kinase release luminescence, 4 h; normalised: neutral wells 0, clomiphene wells 100; actives 0.2% (n = 360,000); lysis activity, % at 15 µM; AID 651654;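 active means mean lysis activity across replicates of at least 80%, whatever share of replicates individually reach that level; inactive means mean lysis activity below 80%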
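Test system: log-phase Cryptococcus neoformans yeast cells; Quantity: yeast cell density of 5 × 10^6 cells/mL; Buffer or medium: YPD; Doses: single compound concentration per well; Timing: 4 h at 37 °C static, read 1 h later; Measured by: AK luminescence; Read-out basis: lysis from increased AK signal; Control set: Clomiphene as positive control.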
LGR2 inh – blocks bursicon-induced cAMP signaling via Drosophila LGR2; HEK293 LGR2, CRE-luciferase, bursicon-stimulated, 4 h; inhibition, % at 9.99 µM; actives 0.35% (n = 380,000); AID 720647;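 active means drop in luminescence signal, shown as inhibition above about 50% in the replicate tests, limit read from the data, passing the limit was not always enough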;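 further: agonist challenge used bursicon conditioned medium at about half maximal strength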
ERAP1 inh – ERAP1 (human) enzyme inhibition; inhibition, % at 10.7 µM; actives 0.15% (n = 340,000); recombinant ERAP1, Leu-AMC fluorescence, 60 min;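 active means mean replicate inhibition of at least 30%, or all replicates individually reaching that 30% level; inactive means mean below 30% and not every replicate reaching it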;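 further: 0% = neutral control wells and 100% = L-leucinethiol positive control wells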
S100A4 inh HTS – blocks human S100A4 binding to myosin IIA peptide; P26447; S100A4/TAMRA-MyoIIA peptide fluorescence polarization; inhibition, % at 10.7 µM; actives 0.14% (n = 360,000); AID 652163;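 active means mean inhibition of at least 70% across replicates, with every replicate also reaching that level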
Target sequence (P26447 whole entry, looked up): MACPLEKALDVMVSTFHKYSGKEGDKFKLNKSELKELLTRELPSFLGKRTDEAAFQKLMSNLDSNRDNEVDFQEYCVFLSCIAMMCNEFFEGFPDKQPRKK
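Material: S100A4 monomer protein / Buffer or medium: 50 mM HEPES pH 7.2, 10 mM CaCl2, 100 mM KCl / Times: 5 min incubation before reading / Benchmarks: neutral control DMSO, positive control TFP / Reagent: labelled myosin peptide probe, 5 nM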
* = called active by the depositor; & = joins results of further samples. This is a subset; count on the stated rates, not on these rows.

Screening CO[C@H]1CN(C)C(=O)c2cc(NC(=O)c3ccccc3F)ccc2OC[C@@H](C)N(CC2CCOCC2)C[C@@H]1C returned XiGFP reactiv 0.4, Statin myotox sup -1, PGC1a acetyl inh 2, SIRT5 inh 5, Cneo AK release -4, LGR2 inh -3, ERAP1 inh 1 and S100A4 inh HTS -5.
Screening CCc1ccc([C@@H]2CC=C(C(=O)O)[C@H](c3ccc(Cl)cc3)N2S(=O)(=O)c2ccc(C)cc2)cc1 returned XiGFP reactiv 0.3, Statin myotox sup 12, SIRT5 inh 11, Cneo AK release -1, LGR2 inh 20, ERAP1 inh 1 and S100A4 inh HTS -3.
COc1ccc(N(CC(=O)N/N=C(\C)c2ccc(OC)c(OC)c2)S(=O)(=O)c2ccccc2)cc1 was read as XiGFP reactiv 0.0, Statin myotox sup 4, PGC1a acetyl inh 1, SIRT5 inh -9, Cneo AK release -2, LGR2 inh -14, ERAP1 inh -5 and S100A4 inh HTS -2.
`CN(C)C(=O)c1cccc(-c2ccc([C@H]3[C@@H](CO)N4C(=O)CN(C(=O)CC5CC5)C[C@@H]34)cc2)c1` gave XiGFP reactiv 0.4, PGC1a acetyl inh -6, SIRT5 inh -1, LGR2 inh 20, ERAP1 inh 0 and S100A4 inh HTS 10.
For COc1cccc(CNC(=O)c2cc(COc3c(F)cccc3F)on2)c1 the results were XiGFP reactiv -0.1, Statin myotox sup -1, PGC1a acetyl inh -8, SIRT5 inh -8, Cneo AK release 0, LGR2 inh -46, ERAP1 inh 5 and S100A4 inh HTS -1.
COc1ccc(N2CCN(C(=O)c3cc([N+](=O)[O-])ccc3N3CCN(CCO)CC3)CC2)cc1 was read as XiGFP reactiv 0.7, Statin myotox sup 1, PGC1a acetyl inh -9, SIRT5 inh 3, Cneo AK release -2, LGR2 inh 1, ERAP1 inh -2 and S100A4 inh HTS 0.
`CCOC(=O)c1cc(-c2ccc(OC(F)F)cc2)nc2c1c(=O)[nH]c(=O)n2C` gave XiGFP reactiv 0.0, Statin myotox sup 5, PGC1a acetyl inh -18, Cneo AK release -2 and LGR2 inh 14.
For O=c1cc(O)c2c(=O)n(Cc3ccccc3)c3ccccc3c2o1 the results were XiGFP reactiv 0.0, SIRT5 inh -1, LGR2 inh 9, ERAP1 inh -2 and S100A4 inh HTS -6.
`COc1ccc(NC(=O)C(CCSC)NC(N)=O)cc1NS(=O)(=O)c1ccc(F)cc1` (stereo not drawn) gave XiGFP reactiv 0.1, SIRT5 inh -5, ERAP1 inh 1 and S100A4 inh HTS -6.
`Cc1ccc(S(=O)(=O)NCCSCc2ccco2)cc1` gave XiGFP reactiv 0.2, SIRT5 inh -4, ERAP1 inh 0 and S100A4 inh HTS 0.
Cc1cc(OCC(=O)NCCc2cccc(F)c2)c2c(C)cc(=O)oc2c1 was read as XiGFP reactiv 0.2, Statin myotox sup 6, PGC1a acetyl inh 9, SIRT5 inh 1, Cneo AK release -1, LGR2 inh 7, ERAP1 inh 1 and S100A4 inh HTS -1.
COc1cccc(N2CC(O)=C(c3nc4ccccc4s3)C2=N)c1 was read as XiGFP reactiv 0.2, Statin myotox sup -111, PGC1a acetyl inh -1, SIRT5 inh 0, Cneo AK release 1, LGR2 inh -30, ERAP1 inh 1 and S100A4 inh HTS -12.
Screening CC(=O)Nc1ccc(N=Cc2c(O)ccc3ccccc23)cc1 returned XiGFP reactiv 0.1, Statin myotox sup 25, SIRT5 inh -4, Cneo AK release 2, LGR2 inh 5, ERAP1 inh 3 and S100A4 inh HTS -5.
COc1ccc(/C=C2/C(=N)N3N=C(CC(=O)N4CCCC4)SC3=NC2=O)cc1OC was read as XiGFP reactiv 0.0, Statin myotox sup 1, PGC1a acetyl inh 5, SIRT5 inh 1, Cneo AK release -2, LGR2 inh 4, ERAP1 inh 3 and S100A4 inh HTS -3.
C[C@H](CO)N1C[C@H](C)[C@@H](CN(C)C(=O)Cc2ccccc2)OCc2ccccc2-c2ccccc2C1=O was read as XiGFP reactiv 0.0, Statin myotox sup -2, PGC1a acetyl inh 0, SIRT5 inh 3, Cneo AK release 49, LGR2 inh -4, ERAP1 inh 3 and S100A4 inh HTS -2.
`Cc1cccc(C)c1NC(=O)C1(N2C(=O)CC2c2ccccc2)CCCCC1` (stereo not drawn) gave XiGFP reactiv 0.1, SIRT5 inh -1, LGR2 inh -2, ERAP1 inh -1 and S100A4 inh HTS 5.
`CO[C@H]1CN(C)C(=O)c2cc(NC(=O)NC(C)C)ccc2OC[C@@H](C)N(Cc2ccc(-c3ccccn3)cc2)C[C@@H]1C` gave XiGFP reactiv 0.4, Statin myotox sup 4, PGC1a acetyl inh -1, SIRT5 inh 7, Cneo AK release -3, LGR2 inh 10, ERAP1 inh 0 and S100A4 inh HTS -18.
Screening COc1ccc(C(=O)O)cc1S(=O)(=O)Nc1ccc2cn[nH]c2c1 returned XiGFP reactiv 0.1, Statin myotox sup 4, PGC1a acetyl inh 6, SIRT5 inh 3, Cneo AK release 0, LGR2 inh -19, ERAP1 inh -13 and S100A4 inh HTS 21.
For COCC(=O)N(C)C[C@H]1Oc2cc(-c3ccc(OC)cc3)ccc2S(=O)(=O)N([C@@H](C)CO)C[C@@H]1C the results were XiGFP reactiv -0.7, Statin myotox sup 26, PGC1a acetyl inh 7, SIRT5 inh -4, Cneo AK release 2, LGR2 inh 0, ERAP1 inh 0 and S100A4 inh HTS 28.
For CCCOc1ccc(/C(O)=C2\C(=O)C(=O)N(c3ccccn3)C2c2ccccc2F)cc1C (stereo not drawn) the results were XiGFP reactiv 0.1, Statin myotox sup 4, PGC1a acetyl inh -4, SIRT5 inh -3, Cneo AK release 3, LGR2 inh -15, ERAP1 inh 2 and S100A4 inh HTS -3.
`COc1ccc(CN(C)C[C@H]2Oc3ccc(NC(=O)Nc4ccc(OC)cc4)cc3C(=O)N([C@@H](C)CO)C[C@@H]2C)cc1` gave XiGFP reactiv 0.0, Statin myotox sup 5, SIRT5 inh -2, Cneo AK release -12, LGR2 inh -11, ERAP1 inh -1 and S100A4 inh HTS 13.
For O=C(NC12CC3CC(CC(C3)C1)C2)N1CCN(c2ncccn2)CC1 the results were XiGFP reactiv 0.1, Statin myotox sup -6, SIRT5 inh -1, LGR2 inh 8 and S100A4 inh HTS -17.
`CCn1cc(C(=O)NCCCN2CCCC2)c(=O)c2cc(S(=O)(=O)N3CCc4ccccc4C3)ccc21` gave XiGFP reactiv 0.2, SIRT5 inh 9, ERAP1 inh -2 and S100A4 inh HTS 0.
`CCOC(=O)C1CCN(S(=O)(=O)c2c(Cl)ccc3nonc23)CC1` gave XiGFP reactiv 0.0, Statin myotox sup -2, SIRT5 inh 2, Cneo AK release -1, LGR2 inh 4, ERAP1 inh 3 and S100A4 inh HTS -3.
For COc1ccc(C2NC(=O)NC(C)=C2C(=O)OC2CCC(C)CC2)cc1 (stereo not drawn) the results were XiGFP reactiv 0.4, Statin myotox sup -15, Cneo AK release 1, LGR2 inh -10, ERAP1 inh -1 and S100A4 inh HTS -2.
`COc1ccccc1NC(=O)CC(NCc1ccccc1)C(=O)O` (stereo not drawn) gave XiGFP reactiv 0.0, PGC1a acetyl inh 2, SIRT5 inh -2, Cneo AK release -3, LGR2 inh -6, ERAP1 inh 2 and S100A4 inh HTS -2.
Screening CC(C)[C@H](N)C(=O)NC[C@H]1CC[C@H](C(=O)N[C@@H](Cc2ccccc2)C(=O)O)CC1 returned XiGFP reactiv 0.0, Statin myotox sup -7, PGC1a acetyl inh 6, SIRT5 inh -2, Cneo AK release -4, LGR2 inh 4, ERAP1 inh -4 and S100A4 inh HTS 3.
CCC(C)NC(=S)NNC(=O)c1ccncc1 (stereo not drawn) was read as XiGFP reactiv 0.0, PGC1a acetyl inh 5, SIRT5 inh -1, LGR2 inh 2, ERAP1 inh -7 and S100A4 inh HTS 2.
For Cc1noc(C)c1S(=O)(=O)Nc1ccc2c(c1)C(=O)N([C@H](C)CO)C[C@H](C)[C@H](CN(C)S(=O)(=O)c1ccc(F)cc1)OCCCC[C@@H](C)O2 the results were XiGFP reactiv 0.0, PGC1a acetyl inh 20, SIRT5 inh 0, Cneo AK release 5, LGR2 inh 34, ERAP1 inh 5 and S100A4 inh HTS -7.
For C[C@H](CO)N1C[C@H](C)[C@H](CN(C)C(=O)C2CCOCC2)Oc2ncc(-c3ccccc3)cc2C1=O the results were XiGFP reactiv -0.2, Statin myotox sup -11, PGC1a acetyl inh 5, SIRT5 inh -8, Cneo AK release -5, LGR2 inh -7, ERAP1 inh 1 and S100A4 inh HTS 2.

Sorted by number of heavy atoms (low to high): 5 of the compounds above
CCC(C)NC(=S)NNC(=O)c1ccncc1 (stereo not drawn) was read as XiGFP reactiv 0.0, PGC1a acetyl inh 5, SIRT5 inh -1, LGR2 inh 2, ERAP1 inh -7 and S100A4 inh HTS 2.
For COc1ccc(C2NC(=O)NC(C)=C2C(=O)OC2CCC(C)CC2)cc1 (stereo not drawn) the results were XiGFP reactiv 0.4, Statin myotox sup -15, Cneo AK release 1, LGR2 inh -10, ERAP1 inh -1 and S100A4 inh HTS -2.
For C[C@H](CO)N1C[C@H](C)[C@H](CN(C)C(=O)C2CCOCC2)Oc2ncc(-c3ccccc3)cc2C1=O the results were XiGFP reactiv -0.2, Statin myotox sup -11, PGC1a acetyl inh 5, SIRT5 inh -8, Cneo AK release -5, LGR2 inh -7, ERAP1 inh 1 and S100A4 inh HTS 2.
`CCn1cc(C(=O)NCCCN2CCCC2)c(=O)c2cc(S(=O)(=O)N3CCc4ccccc4C3)ccc21` gave XiGFP reactiv 0.2, SIRT5 inh 9, ERAP1 inh -2 and S100A4 inh HTS 0.
For Cc1noc(C)c1S(=O)(=O)Nc1ccc2c(c1)C(=O)N([C@H](C)CO)C[C@H](C)[C@H](CN(C)S(=O)(=O)c1ccc(F)cc1)OCCCC[C@@H](C)O2 the results were XiGFP reactiv 0.0, PGC1a acetyl inh 20, SIRT5 inh 0, Cneo AK release 5, LGR2 inh 34, ERAP1 inh 5 and S100A4 inh HTS -7.

Carrying on:
For O=C(O)CCC(=O)N1CCN(S(=O)(=O)c2cccs2)CC1 the results were XiGFP reactiv 0.1, Statin myotox sup 3, SIRT5 inh -16, Cneo AK release 3, LGR2 inh 2, ERAP1 inh 2 and S100A4 inh HTS -1.
O=C(NCc1cccc(Cl)c1)c1ccncc1 was read as XiGFP reactiv 0.0, PGC1a acetyl inh 4, SIRT5 inh 0, Cneo AK release 0, LGR2 inh 5, ERAP1 inh 3 and S100A4 inh HTS 1.
Screening O=C(Cn1c(NCCCO)nc2ccccc21)c1ccc(Cl)cc1Cl returned XiGFP reactiv 0.1, Statin myotox sup -5, PGC1a acetyl inh 5, SIRT5 inh -3, Cneo AK release 1, LGR2 inh 1, ERAP1 inh -2 and S100A4 inh HTS -6.
CCO[C@H]1OC(C(=O)N2CCN(Cc3ccc4c(c3)OCO4)CC2)=C[C@@H](c2csc3ccccc23)[C@@H]1CCCO was read as XiGFP reactiv -0.1, Statin myotox sup -69, PGC1a acetyl inh 0&-2, SIRT5 inh 7, Cneo AK release 1&-2, LGR2 inh 3, ERAP1 inh 1&0 and S100A4 inh HTS 25&-3.
C[C@H]1CN=C(N(C)C)N1CCCC1CCCCC1 was read as XiGFP reactiv 0.3, Statin myotox sup -13, PGC1a acetyl inh -5, Cneo AK release -2, LGR2 inh 7, ERAP1 inh -2 and S100A4 inh HTS 3.
